# CSN inh = inhibitors of CSN-mediated cullin deneddylation, primary screen, biochemical, fluorescence polarization, uHTS | COP9 signalosome complex subunit 5 (Homo sapiens), Q92905 | inhibition, % at 12.5 µM | Purified CSN, SCF-Nedd8-OG deneddylation | AID 651999, 2013 | hit rate 0.38% among 360,000;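 active means pattern-corrected inhibition above about 35%, with an unprinted fluorescence ratio check between 0.5 and 1.5, limit read from the data, passing the limit was not always enough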;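 further: 0% = enzyme with substrate and 100% = substrate without enzyme; some results filed as inactive read as strong as hits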
#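 Material: purified human Csn5 enzyme expressed in HEK293T cells / Medium: Tris buffer pH 7.5, NaCl, DTT, Tween-20, trehalose, ovalbumin / Compound dosing: 12.5 µM single point / Schedule: 90 min incubation of compound, enzyme and substrate at room temperature / Signal: fluorescence polarization of the substrate / Control set: no-enzyme wells high, enzyme-with-substrate wells low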
# NadD block = inhibitors of S. aureus NadD, primary screen, biochemical, colorimetric, uHTS; Nicotinate-nucleotide adenylyltransferase NadD (Staphylococcus aureus N315); inhibition, % at 20 µM; purified NadD enzyme, colorimetric absorbance read-out; hit rate 0.78% among 360,000; in the data active means inhibition above about 26%; further: some compounds past the cut are filed as inactive
# DNMT1 block = human DNMT1 methyltransferase inhibitors, primary screen, biochemical, molecular beacon, fluorescence, HinP1I cleavage, uHTS; hit rate 0.83% among 360,000; inhibition (reported as % activation of signal), % at 10 µM; in the data active means inhibition above about 50%
# STEP inh = STEP phosphatase inhibitors, primary screen, biochemical, fluorescence intensity, uHTS. hit rate 0.25% among 360,000. AID 588621, 2011. inhibition, % at 20 µM. recombinant STEP, OMFP fluorogenic substrate;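 active means inhibition at 20 µM, scaled per plate between control wells, above about 37%, limit read from the data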;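 further: 0% = DMSO with enzyme and substrate and 100% = substrate only without enzyme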
# Target sequence (P54829 whole entry, looked up): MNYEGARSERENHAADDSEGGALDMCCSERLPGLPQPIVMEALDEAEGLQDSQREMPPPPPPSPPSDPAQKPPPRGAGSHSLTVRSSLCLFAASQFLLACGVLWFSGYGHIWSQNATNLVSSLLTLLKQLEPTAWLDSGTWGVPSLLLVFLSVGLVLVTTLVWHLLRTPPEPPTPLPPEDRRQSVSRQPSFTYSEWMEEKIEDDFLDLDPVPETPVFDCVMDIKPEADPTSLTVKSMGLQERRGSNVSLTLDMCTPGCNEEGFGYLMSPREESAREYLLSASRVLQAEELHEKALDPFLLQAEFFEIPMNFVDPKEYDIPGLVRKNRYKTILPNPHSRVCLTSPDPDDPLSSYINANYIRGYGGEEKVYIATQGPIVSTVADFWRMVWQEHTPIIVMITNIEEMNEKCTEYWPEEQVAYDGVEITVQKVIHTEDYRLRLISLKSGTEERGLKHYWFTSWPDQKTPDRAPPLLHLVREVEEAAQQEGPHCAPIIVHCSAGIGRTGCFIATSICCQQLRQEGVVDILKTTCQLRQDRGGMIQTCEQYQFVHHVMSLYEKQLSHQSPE
#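 Test system: STEP tyrosine phosphatase / Reagent: OMFP at 25 µM / Doses: 20 µM, 1% DMSO / Read-out: percent inhibition scaled to no-enzyme and uninhibited-enzyme controls, plate-pattern corrected / Detection: FITC-channel fluorescence of OMFP product / Medium: Bis-Tris buffer pH 6.0, 2.5 mM DTT, 0.005% Tween 20 / Schedule: 20 min at room temperature, dark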
# Rpn11 block = Rpn11 (PSMD14) deubiquitinase inhibitors, primary screen, biochemical, fluorescence polarization, uHTS. AID 588493, 2011. calls only at 20 µM. hit rate 0.59% among 360,000. 26S proteasome non-ATPase regulatory subunit 14 (Homo sapiens), O00487. human 26S proteasome, Ub4-pepOG fluorescence polarization; 20S core pre-blocked with epoxomicin;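 active means inhibition at 20 µM, scaled to each plate's controls, above about 33%, limit read from the data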
# MsrA inh = bovine MsrA enzyme inhibitors, primary screen, biochemical, absorbance, HTS | Methionine sulfoxide reductase A (Bos taurus) | purified bovine MsrA, absorbance read-out | inhibition, % at 15.5 µM | hit rate 0.75% among 360,000; in the data active means inhibition above about 4.5%;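 further: 0% = vehicle wells with enzyme and 100% = reference inhibitor wells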
# SUMO1-SIM PPI = modulators of SUMO1 protein-protein interactions, primary screen, biochemical, uHTS. inhibition, % at 20 µM. hit rate 0.33% among 360,000. AID 602429, 2012. Small ubiquitin-related modifier 1 (Homo sapiens), P63165. SUMO1 binding to a labelled peptide, TR-FRET, 1 h; in the data active means inhibition above about 37%
# Target sequence (P63165 whole entry, looked up): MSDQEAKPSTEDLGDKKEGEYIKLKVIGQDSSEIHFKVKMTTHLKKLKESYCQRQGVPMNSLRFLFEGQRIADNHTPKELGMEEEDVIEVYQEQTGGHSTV
# LMPTP inh = LMPTP phosphatase inhibitors, primary screen, biochemical, fluorescence intensity, uHTS; Low molecular weight phosphotyrosine protein phosphatase (Homo sapiens), P24666; recombinant LMPTP-A, OMFP fluorogenic substrate; inhibition, % at 20 µM; hit rate 0.22% among 360,000; AID 651560, 2012;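 active means compounds that cut the enzyme signal by at least half of the control window in the single-dose screen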;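 further: plate controls were DMSO wells with enzyme plus substrate for no effect and substrate without enzyme for full effect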
# Target sequence (P24666 whole entry, looked up): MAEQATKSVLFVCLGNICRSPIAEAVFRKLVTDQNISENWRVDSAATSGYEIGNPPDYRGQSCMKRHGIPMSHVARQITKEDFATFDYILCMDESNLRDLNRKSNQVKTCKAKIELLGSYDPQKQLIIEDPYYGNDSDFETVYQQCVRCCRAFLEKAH
#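 material = LMPTP-A | quantity = 0.625 nM enzyme | reagent = OMFP substrate, 400 µM final | buffer or medium = Bis-Tris pH 6.0, DTT, detergent | detection = endpoint fluorescence intensity from OMFP dephosphorylation | dosing = single 20 µM dose | read-out basis = % inhibition relative to no-enzyme and uninhibited control wells | control set = no-enzyme and uninhibited controls | timing = 50 min at room temperature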
# Tb MetRS inh = T. brucei MetRS inhibitors, primary screen, biochemical, luminescence; methionyl-tRNA synthetase (Trypanosoma brucei brucei); hit rate 0.4% among 360,000; inhibition, % at 11.9 µM; AID 624268, 2012; purified T. brucei MetRS, ATP depletion, Kinase-Glo luminescence;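 active means inhibition above a per-plate cutoff of the control wells' mean inhibition plus 3 SD, cut at about 5.5% in these data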;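 further: 0% = DMSO wells median and 100% = median of wells with control inhibitor compound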
#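 technique = Kinase-Glo luminescence, ATP depletion format | system = purified MetRS (methionyl-tRNA synthetase) enzyme from Trypanosoma brucei | timing = 15 min preincubation, 2 h reaction, all 25 °C | evaluation = percent inhibition versus plate control medians | dosing = single dose, 11.9 µM final nominal, 0.9% final DMSO | also added = substrates ATP, L-methionine and bulk Escherichia coli tRNA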
# Scp-1 inhibitor = Scp-1 phosphatase inhibitors, primary screen, biochemical, colorimetric, uHTS. AID 493091, 2011. inhibition, % at 20 µM. Recombinant Scp1, phosphopeptide, malachite green phosphate absorbance. Carboxy-terminal domain RNA polymerase II polypeptide A small phosphatase 1 (Homo …. hit rate 0.88% among 340,000;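 active means inhibition above about 50% at 20 µM, limit read from the data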;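 further: plate controls were DMSO wells with enzyme for no effect and wells lacking enzyme for full effect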
# Target sequence (Q9GZU7 76-261 limits assumed): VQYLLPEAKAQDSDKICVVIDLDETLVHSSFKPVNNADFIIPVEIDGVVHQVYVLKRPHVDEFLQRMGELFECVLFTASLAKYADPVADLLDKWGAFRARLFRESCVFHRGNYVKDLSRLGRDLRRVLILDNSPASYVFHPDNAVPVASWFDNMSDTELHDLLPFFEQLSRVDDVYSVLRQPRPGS
#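 Incubation: 45 min enzyme reaction at room temperature / System: truncated SCP-1 phosphatase (76-261aa) / Reagent: Phospho 17-mer peptide substrate / Buffer or medium: Acidic Tris acetate buffer with magnesium and detergent / Signal: absorbance at 630 nm / Doses: one concentration, 20 µM, with 1.0% DMSO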
# An asterisk follows results filed as active; i = inactive; . = not tested or not shown.
# The line under a structure holds: CSN inh, NadD block, DNMT1 block, STEP inh, Rpn11 block, MsrA inh, SUMO1-SIM PPI, LMPTP inh, Tb MetRS inh, Scp-1 inhibitor
O=C(c1ccco1)N1CCN(CC(O)COc2ccc(Br)cc2)CC1 (stereo not drawn)
 : -1, -1, -2, 0, i, 2.1, 1, 0.3, 0.3, -10
O=C(COC(=O)/C=C/c1ccc(OC(F)F)cc1)Nc1cccc(S(=O)(=O)N2CCOCC2)c1
 : 3, -3, 0, 0, i, 0.7, -17, 2.0, -0.1, -13
CC(C)c1ccc(OCC(O)CNC(C)c2ccccc2)cc1 (stereo not drawn)
 : 0, -7, -1, 1, i, 2.5, -4, -1.1, -0.9, -12
O=C(OCC(=O)N1CCOCC1)c1cccc(S(=O)(=O)Nc2ccc(F)cc2)c1
 : -1, 6, 2, 2, i, -0.2, 0, 0.2, -0.7, -8
CCOC(=O)C1CCCN(C(=O)c2cccs2)C1 (stereo not drawn)
 : -1, -4, 3, -1, i, 0.7, -3, -1.9, -0.4, -2
Cc1ccc2c(C)nc(Nc3nc(CSc4nc5ccccc5[nH]4)cc(=O)[nH]3)nc2c1
 : 1, 17, -9, 1, i, 0.1, 5, 4.2, -0.4, 0
Cc1cc(N2C(=O)NC(=O)CC2C)c(C)cc1C(C)C (stereo not drawn)
 : -1, 2, -4, 0, i, -0.7, 3, -1.4, 0.5, -10
CNC(=O)c1ccc(NC(=O)c2ccc3c(=O)n4c(nc3c2)CCC4)cc1
 : -5, -3, 0, 0, i, 1.3, 13, -1.4, 0.2, -1
COc1ccc(-c2noc(C3CCCN(C(=O)Nc4ccccc4F)C3)n2)cc1 (stereo not drawn)
 : -11, -5, 1, 1, i, 0.6, -1, 0.4, 0.4, -8
O=c1c(=O)n2c(nn1Cc1ccc(F)cc1)sc1ccccc12
 : 2, 2, 3, 0, i, 0.2, -36, 0.2, 0.3, -9
C[C@H]1CNC(=O)c2c(C(=O)NC3CCN(C(=O)OC(C)(C)C)CC3)ncn21
 : -1, -7, -1, -2, i, 1.0, 2, -0.7, -1.1, .
COc1ccc(CCNC(=O)c2cccc(S(=O)(=O)N3CCCCC3)c2)cc1
 : 0, -10, -1, -2, i, 0.8, 1, -0.6, -0.7, -9
COc1ccc(C(=O)N/N=C\C(C)=C\c2ccccc2)cc1OC
 : 5, -1, -5, -2, i, 2.4, -14, -0.1, -0.4, 7
CC(C)CCNc1nc(-c2ccco2)c2c(c1C#N)CCCC2
 : 1, 15, 9, 2, i, 1.4, 4, 1.3, -0.9, 4
COc1ccccc1NC(=O)CSc1nnc(-c2ccncc2)o1
 : 6, 8, 0, 0, i, -0.3, -4, -0.7, -0.6, 10
Cc1ccc(NC(=O)COC(=O)C2(CC(=O)NC(C)C)CCCC2)cc1C
 : -1, -1, -1, -4, i, -0.1, 0, 0.4, -0.1, -8
Cc1ccc(C23CC4CC(CC(CN)(C4)C2)C3)cc1
 : -1, -7, 0, 1, i, -0.5, -4, -0.3, -0.7, 6
CN(C(=O)COC(=O)COc1ccc(Cl)cc1)C1CCCCC1
 : -5, -1, -8, 3, i, -0.6, -1, -1.1, -0.5, 6
Cc1cc(C)c(-c2csc(NC(=O)c3n[nH]c(=O)c4ccccc34)n2)c(C)c1
 : 1, 8, 1, 0, i, -1.0, -1, -0.3, -1.5, 2
Cc1ccc(S(=O)(=O)N/N=C\c2ccccc2OCc2ccccc2)cc1
 : 1, -1, -6, 0, i, 0.0, 0, 1.9, -1.1, -3
COc1ccc(C(CCN2CCOCC2)c2c(OC)cc(OC)c3c(-c4ccccc4)cc(=O)oc23)cc1 (stereo not drawn)
 : -1, -3, -10, -2, i, 1.6, -7, -0.5, -1.3, 12
COc1ccc2oc(=O)c(-c3ccccc3C(=O)N3CCOCC3)cc2c1
 : -4, 0, -2, 2, i, 1.4, -8, 0.8, 0.3, -5
CC(=O)Nc1ccc(-c2nnc(SCc3ccc(C)cc3)n2C)cc1
 : 0, 1, 3, -6, i, -0.9, 4, -1.6, -0.7, 0
Cc1onc(-c2ccccc2Cl)c1C(=O)c1ccccc1
 : 1, 3, -4, -1, i, 0.3, -3, 1.6, -0.8, -14
O=C1c2ccccc2NC(c2ccc(O)cc2)N1c1ccccc1 (stereo not drawn)
 : 4, -1, 0, -1, i, 1.3, 4, -1.0, -1.2, -3
CC1(C(=O)NCC2CC2)CCN1C(=O)C1(c2ccc(Cl)cc2)CC1 (stereo not drawn)
 : 2, -1, 4, 1, i, -0.5, 16, -2.3, -0.3, .
COc1cccc(/C=C/C(=O)NNC(=O)c2ccccc2)c1OC
 : 4, -3, 3, 0, i, 0.6, -12, -0.7, -0.3, -1
Cc1cc(C)nc(Sc2ccc(C=O)cc2[N+](=O)[O-])n1
 : 2, 2, -2, -1, i, 0.2, -21, 0.1, 0.2, -7
Cc1ccc([N+](=O)[O-])c(OCCCN2C(=O)NC(C)(C)C2=O)c1
 : -5, 0, 0, -1, i, 2.2, -3, 0.7, -0.8, -1
CC(Oc1ccc2ccc(=O)oc2c1)C(=O)c1ccccc1 (stereo not drawn)
 : 0, -6, -3, 4, i, 1.1, 3, -1.4, -0.3, -13

# Brought forward from above: three compounds, then new ones.
# The line under a structure holds: CSN inh, NadD block, DNMT1 block, STEP inh, Rpn11 block, MsrA inh, SUMO1-SIM PPI, LMPTP inh, Tb MetRS inh, Scp-1 inhibitor
Cc1cc(C)nc(Sc2ccc(C=O)cc2[N+](=O)[O-])n1
 : 2, 2, -2, -1, i, 0.2, -21, 0.1, 0.2, -7
Cc1ccc([N+](=O)[O-])c(OCCCN2C(=O)NC(C)(C)C2=O)c1
 : -5, 0, 0, -1, i, 2.2, -3, 0.7, -0.8, -1
CC(Oc1ccc2ccc(=O)oc2c1)C(=O)c1ccccc1 (stereo not drawn)
 : 0, -6, -3, 4, i, 1.1, 3, -1.4, -0.3, -13
O=C(c1cccc(Cl)c1)N1CCN(c2ncnc3c2cnn3-c2ccccc2)CC1
 : 0, -3, -5, -3, i, -1.8, -1, 0.3, -0.4, -1
CCOC(=O)C1(Cc2cccc(OC)c2)CCCN(C(=O)CNC(C)=O)C1 (stereo not drawn)
 : -3, -4, -1, -2, i, -0.5, -1, -1.2, -0.6, -5
C/C(N)=C(/C#N)C(=O)COC(=O)C1CCN(S(=O)(=O)c2cccs2)CC1
 : 0, -4, 5, 0, i, 0.5, -1, 0.0, -0.2, -7
CC(C)c1cc(=O)[nH]c(N2CCN(Cc3ccc4c(c3)OCO4)CC2)n1
 : -1, -8, 0, -3, i, 0.0, 0, -0.6, -1.2, -2
Cc1ccc(C(=O)O/N=C/c2c(N3CCOCC3)n(C)c3ccccc23)cc1
 : 4, 5, -10, -1, i, 0.2, -2, 0.0, -2.4, -15
Cn1c(Cn2c(=O)sc3ccccc32)nnc1SCC(=O)N1CCCCCC1
 : -2, 6, 0, 2, i, -0.4, 1, -0.9, 0.2, 11
Cc1csc(NC(=O)c2ccc(OCC3CCCO3)cc2)n1 (stereo not drawn)
 : -1, -2, -2, 10, i, 0.7, -2, -0.3, -0.1, -14
Cc1ccc(-c2nnn(CC(=O)N(Cc3ccccc3)C(C(=O)NC(C)(C)C)c3ccncc3)n2)o1 (stereo not drawn)
 : 2, -1, -3, -1, i, ., 1, -2.1, -1.1, -6
COc1ccc(C2=CC(=O)CC(c3ccccc3)C2)cc1 (stereo not drawn)
 : -10, 0, -1, 3, i, 1.7, -22, 0.8, 0.2, -12
O=c1ccn(C2CCCCC2)c(=O)[nH]1
 : 8, 5, -8, -1, i, -0.1, 5, 0.3, 0.5, .
O=C(CCNS(=O)(=O)c1ccc(Br)cc1)NCc1ccc(Cl)cc1
 : -1, -8, -9, -1, i, -1.0, 0, 0.9, -0.1, -10
Cc1ccc2c(c1)NC(=O)c1cccnc1N2
 : -6, 2, -9, 1, i, -0.2, -1, 0.3, 0.0, -13
COc1cccc(CN2CC(C(=O)N3CCSCC3)CCC2=O)c1 (stereo not drawn)
 : -1, 0, 4, -1, i, 0.8, 1, 0.6, -0.1, .
O=C(N/N=C/c1ccc(Br)s1)c1ccncc1
 : 2, -4, 4, 0, i, 4.7*, -18, -1.6, -0.5, -3
O=C(CSCc1ccc([N+](=O)[O-])cc1)N/N=C/c1ccncc1
 : 2, 0, 1, -6, i, -1.0, -9, -0.7, 1.0, -3
O=C(NCC(=O)N(c1cccc(F)c1)C(C(=O)NCC1CCCO1)c1ccccc1)c1ccco1 (stereo not drawn)
 : 0, 0, -1, 5, i, 0.8, 2, -1.9, 2.3, -4
COc1ccc(OC)c(S(=O)(=O)ON2C(=O)c3ccccc3C2=O)c1
 : 1, -1, -1, -2, i, 1.3, -4, -1.3, 0.4, -9
O=C(C=Cc1cccnc1)c1ccccc1
 : 2, 0, -4, -3, i, 0.9, 0, -1.1, 0.3, -8

# Some of these compounds in order of formula weight, lowest first:
# The line under a structure holds: CSN inh, NadD block, DNMT1 block, STEP inh, Rpn11 block, MsrA inh, SUMO1-SIM PPI, LMPTP inh, Tb MetRS inh, Scp-1 inhibitor
Cc1ccc(C23CC4CC(CC(CN)(C4)C2)C3)cc1
 : -1, -7, 0, 1, i, -0.5, -4, -0.3, -0.7, 6
CCOC(=O)C1CCCN(C(=O)c2cccs2)C1 (stereo not drawn)
 : -1, -4, 3, -1, i, 0.7, -3, -1.9, -0.4, -2
Cc1cc(C)nc(Sc2ccc(C=O)cc2[N+](=O)[O-])n1
 : 2, 2, -2, -1, i, 0.2, -21, 0.1, 0.2, -7
CC(C)c1cc(=O)[nH]c(N2CCN(Cc3ccc4c(c3)OCO4)CC2)n1
 : -1, -8, 0, -3, i, 0.0, 0, -0.6, -1.2, -2
